Screening data from PubChem BioAssay.
Tn6 DDE FP – DD(E)-Tn6 binding inhibition, primary FP screen. inhibition, % at 8.3 µM. P02675. AID 720509. Fibrin DD(E) TRITC-Tn6 fluorescence polarization displacement. actives 0.21% (n = 370,000);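 active means inhibition above a per-campaign cutoff: mean of compounds within control limits plus 3 SD, cut at about 15% in these data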;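 further: 0% = median of all compound wells on the plate and 100% = blocking peptide control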
MBD2 inh – blocks human MBD2 binding to methylated DNA; actives 0.31% (n = 370,000); inhibition, % at 4.4 µM; TR-FRET, MBD2 binding to methylated oligonucleotide; in the data active means inhibition above about 13%
Target sequence (Q9UBB5 whole entry, looked up): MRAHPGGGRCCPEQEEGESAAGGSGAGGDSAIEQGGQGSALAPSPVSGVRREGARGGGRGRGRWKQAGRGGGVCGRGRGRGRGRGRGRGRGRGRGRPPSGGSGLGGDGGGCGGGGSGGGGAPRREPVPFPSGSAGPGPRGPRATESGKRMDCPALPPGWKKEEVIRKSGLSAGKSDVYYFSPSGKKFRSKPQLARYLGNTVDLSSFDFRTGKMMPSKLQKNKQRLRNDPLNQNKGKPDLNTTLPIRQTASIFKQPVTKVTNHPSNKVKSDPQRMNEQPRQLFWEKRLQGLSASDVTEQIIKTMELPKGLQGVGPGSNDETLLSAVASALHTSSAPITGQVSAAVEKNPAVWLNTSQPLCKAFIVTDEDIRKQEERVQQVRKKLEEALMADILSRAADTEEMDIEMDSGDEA
KLK7 zymogen act – activators of human kallikrein-7 zymogen; purified proKLK7, EDANS-DABCYL substrate fluorescence; 100% is mature enzyme control, 0% vehicle; activation, % at 7 µM; actives 0.9% (n = 370,000);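 active means activation above the mean of all tested compounds plus 3 SD, computed per campaign excluding outliers beyond control limits, cut at about 13% in these data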
PRMT1 inh – inhibitors of human PRMT1; Q99873; recombinant PRMT1, activity-based probe fluorescence polarization; inhibition, % at 2.79 µM; actives 1.3% (n = 370,000); AID 652257;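 active means inhibition above about 21% made by adding two undisclosed values, limit read from the data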
DDE Tn7 FP inh – DD(E)-Tn7 binding inhibition, primary FP screen; inhibition, % at 8.3 µM; actives 0.13% (n = 370,000); FP displacement of FITC-Tn7 peptide from fibrin DD(E); 0% = median of compound wells per plate; P02675;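 active means inhibition above the mean of compounds falling within the control limits plus 3 SD of them, cut at about 14% in these data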;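 further: 0% = plate median of compound wells and 100% = 10 µM Aha-Tn7 peptide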
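Assay system: human fibrin DD(E) protein / Input: 2 µM fibrin DD(E) / Benchmarks: high control of 10 µM Aha-Tn7 peptide / Measured by: fluorescence polarization of the labelled Tn7 tracer / Medium: Tris buffer with calcium and detergent, pH 7.8 / Timing: 10 min compound pre-incubation, 3 h probe incubation at room temperature / Repeats: one replicate per compound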
TCR-CD3 inh – blocks the human TCR-CD3 interaction; TAMRA-labeled TCR probe fluorescence, biochemical; inhibition, % at 9.4 µM; actives 0.37% (n = 360,000); AID 651800; in the data active means inhibition above about 19%;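 further: recombinant mutant TCR 2C K166C tagged with TAMRA read by polarization; 0% = receptor in buffer alone and 100% = receptor with positive control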
SIAE inh – inhibitors of human sialic acid acetylesterase SIAE; inhibition, % at 9.66 µM; Q9HAT2; actives 0.69% (n = 370,000); SIAE FP-Rh probe binding, fluorescence polarization;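 active means inhibition above a cutoff: mean of compounds within the control limits plus 3 SD of those, cut at about 17% in these data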;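 further: 0% = plate median of compound wells and 100% = probe without SIAE protein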
Target sequence (Q9HAT2 whole entry, looked up): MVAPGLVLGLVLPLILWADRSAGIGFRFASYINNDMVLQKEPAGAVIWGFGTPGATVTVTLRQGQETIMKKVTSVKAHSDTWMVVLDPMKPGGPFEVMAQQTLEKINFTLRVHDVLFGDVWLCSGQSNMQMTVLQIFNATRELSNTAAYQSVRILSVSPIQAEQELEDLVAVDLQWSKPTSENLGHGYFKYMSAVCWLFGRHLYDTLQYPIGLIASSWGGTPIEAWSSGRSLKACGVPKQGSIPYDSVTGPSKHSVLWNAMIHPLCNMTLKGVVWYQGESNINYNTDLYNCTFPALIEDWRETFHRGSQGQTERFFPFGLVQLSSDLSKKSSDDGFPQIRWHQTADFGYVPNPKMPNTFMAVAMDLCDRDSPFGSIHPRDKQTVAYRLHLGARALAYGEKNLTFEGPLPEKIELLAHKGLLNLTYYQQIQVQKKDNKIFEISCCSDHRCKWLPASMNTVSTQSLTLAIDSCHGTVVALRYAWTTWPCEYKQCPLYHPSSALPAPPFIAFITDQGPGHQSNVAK
LEDGF integ inh – blocks HIV-1 LEDGF/p75-dependent DNA integration | TR-FRET IN-LEDGF/p75 DNA integration, Eu/Cy5 | inhibition, % at 3.7 µM | actives 0.64% (n = 370,000);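 active means inhibition above the screen-wide mean plus 3 SD, cut at about 13% in these data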;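 further: signal is the Cy5 over europium emission ratio at 671 and 618 nm; 0% = plate median of compound wells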
UHRF1 MBD2 ctr – UHRF1 methyl-DNA binding inhibition | Q96T88 | UHRF1 binding to methylated oligo, TR-FRET | inhibition, % at 4.4 µM | actives 0.75% (n = 370,000) | AID 687016; in the data active means inhibition above about 21%;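 further: UHRF1 SRA domain binding a hemimethylated CpG hairpin DNA probe; 0% = median of test compound wells and 100% = reference inhibitor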
TDP2 absorb – blocks human TDP2 phosphodiesterase activity; recombinant TDP2, T5PNP hydrolysis, p-nitrophenol absorbance 415 nm; inhibition, % at 12.8 µM; actives 0.34% (n = 370,000);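 active means inhibition above the mean of all tested compounds plus 3 SD, set per campaign, cut at about 25% in these data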;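 further: 0% = DMSO with enzyme and 100% = buffer with substrate but no TDP2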
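System – recombinant human TDP2 · Quantity – TDP2 enzyme at 120 nM final · Doses – single concentration, 12.8 µM nominal, with 1% DMSO · Incubation – 2 h at 37 °C · Measured by – epi absorbance of p-nitrophenol freed from T5PNP by hydrolysis · Read-out – % inhibition relative to enzyme-containing and enzyme-free wells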
Numbers without * were called inactive. Compounds as they come. About 4.6% of those tested had a hit in this group.

SMILES	Tn6 DDE FP	MBD2 inh	KLK7 zymogen act	PRMT1 inh	DDE Tn7 FP inh	TCR-CD3 inh	SIAE inh	LEDGF integ inh	UHRF1 MBD2 ctr	TDP2 absorb
CC(Oc1ccccc1)C(=O)N1CCN=C1SCc1cccc(F)c1 (stereo not drawn)	0	-3	0.4	-2	2	2	1	4	-2	11
CCCS(=O)(=O)N1CCN(Cc2ccc([N+](=O)[O-])cc2)CC1	5	6	-0.5	0	1	-4	0	-4	4	12
O=c1ccnc(Nc2ccc3c(c2)OCCO3)[nH]1	0	1	-0.1	-1	-1	3	-1	5	2	-10
CC(C)N(C(=O)CSc1nc(COc2ccccc2)nc2ccccc12)C(C)C	2	1	0.4	-1	-1	5	2	1	-1	-11
CC(=O)Nc1cccc(NC(=O)CCc2ccccc2)c1	-3	2	0.4	0	2	-3	-3	-4	0	-3
CCc1c(C)sc(NC(=O)c2cccs2)c1C#N	-4	1	0.7	14	-1	-14	-6	-2	2	3
O=C(NCc1ccc(F)cc1)c1cc2n(n1)C(C(F)(F)F)CC(C1CC1)N2 (stereo not drawn)	5	-1	0.3	-3	2	1	-1	-2	1	-5
COc1ccc(-c2cnnn2-c2ccc(NC(=O)/C=C/c3ccc(OC)c(OC)c3)cc2)cc1	-11	6	-13	1	1	-2	-30	-1	2	1
C=CCN1C(=O)c2ccc(C(=O)N(C)CC(=O)Nc3c(C)cccc3C)cc2C1=O	-3	1	0.2	-5	4	-1	-3	-1	0	18
COc1ccc(C(=O)N2c3ccccc3C=CC2C#N)cc1 (stereo not drawn)	3	5	0.1	2	3	-6	-2	-2	5	1
O=C(CCn1cnc2ccccc2c1=O)Nc1ccc(Cl)c(Cl)c1	-2	-6	-0.4	-3	-2	6	0	4	-2	2
CCOC(=O)C1=C(Nc2ccc(Br)cc2)C(=O)N(CC)C1	5	7	0.4	0	-1	-5	4	2	0	2
Cc1cc(Cl)ccc1NC(=S)N1CCN(Cc2ccc3c(c2)OCO3)CC1	5	-7	0.4	0	4	4	2	0	0	9
Cc1ccc(Cl)cc1NC(=O)CCn1cccc1	11	-1	-0.1	1	-1	-2	8	-2	-3	2
O=C(O)c1ccc(CNCc2c(Cl)cccc2Cl)cc1	-4	-2	0.5	4	-2	-1	1	0	3	0
O=C(CC1NC(=O)NC1=O)Nc1ccc(Cl)cc1 (stereo not drawn)	-3	0	0.3	-3	-6	2	3	1	-1	-5
CN(C(=O)C1CC1)C1CCS(=O)(=O)C1 (stereo not drawn)	6	-7	-0.5	-1	2	-3	-3	0	0	3
COc1cc(NS(=O)(=O)c2ccc(NC(=S)NC(=O)c3sc4ccccc4c3Cl)cc2)nc(OC)n1	4	3	-0.7	-1	2	2	-8	-2	2	2
O=C(c1ccc(F)cc1)c1cc2ccc(O)cc2oc1=O	5	-3	-0.9	2	5	-1	1	0	-2	-16
Cc1[nH]n(-c2ccccc2)c(=O)c1C(C[N+](=O)[O-])c1ccc(Br)cc1 (stereo not drawn)	12	-2	-0.1	2	7	0	8	-1	-5	22
COc1cc(C)c(NC(c2ccccc2)c2ccccc2)cc1OC	0	-4	-0.8	8	0	-2	6	-3	0	0
CC(C)Cc1ccc(S(=O)(=O)N2CCN(c3ccccn3)CC2)cc1	9	-3	0.8	-3	-1	0	-7	0	3	-17
Cc1ccc(-c2cnc3cccnn23)cc1F	-3	-8	23*	-3	9	-3	-2	1	-3	3
O=C(Nc1ccc(N2CCN(Cc3ccccc3)CC2)cc1)c1cccnc1	-1	3	-0.1	0	1	4	2	-2	-1	12
O=C(NC1CC1)c1cccc(NC(=O)c2cn3ccccc3n2)c1	-3	1	0.4	-1	2	-3	-3	-4	3	11
O=C(CCNS(=O)(=O)c1cccs1)N1CCCCCC1	-10	10	0.5	3	-4	2	-2	0	6	-2
Cc1csc(C(C)N(C)C(=O)CCc2nnc(CCc3ccccc3)o2)n1 (stereo not drawn)	1	-1	0.4	1	-2	1	1	0	0	3
CCOC(=O)c1cnn2c(C(F)(F)F)cc(-c3cn(C)nc3C)nc12	3	6	20*	1	-1	2	7	0	1	2
CCCCN(CC)CCCNC(=O)c1cn(-c2ccc(OC)cc2)c(=O)c2ccccc12	8	3	0.8	-2	2	1	-8	-1	-1	10
C=CCn1cc(C(=O)OCC)c(=O)c2cc(F)c(F)cc21	-5	2	0.2	-2	-3	-2	-3	4	2	-8
O=C(N/N=C\c1cc(Br)c(Br)o1)c1cncc(Br)c1	7	-7	-0.4	-2	-3	5	1	-2	-5	-2
Cn1ccnc1SCC(=O)c1ccc(Cl)cc1	6	-2	-0.4	1	4	-2	2	1	1	6
COc1ccc(/C(O)=C2/C(=O)C(=O)N(CCCN(C)C)C2c2ccc(Cl)cc2)cc1OC (stereo not drawn)	8	-7	-0.2	-1	6	1	6	1	-3	14
O=S1(=O)CCC(NS(=O)(=O)c2ccc3ccccc3c2)C1 (stereo not drawn)	-3	4	0.5	3	4	5	-3	-2	10	6
O=C(NNC(=O)c1ccccc1-n1cccc1)c1cccnc1	3	-3	0.5	-3	3	2	5	3	-3	0
CCC(=O)/C=C1\Sc2ccccc2N1CC	-1	5	0.1	13	-1	8	2	-1	-4	6
N#CC(c1ccc(Cl)nn1)c1c(F)cccc1Cl (stereo not drawn)	-3	2	0.5	-2	3	7	6	-5	0	-1
CCOc1ccc(NC(=O)CN(C)Cc2cc(=O)n3c(-c4ccccc4)csc3n2)cc1OCC	1	6	-0.7	0	-2	5	0	-1	2	-1
COCCCN1C(=O)c2ccc(C(=O)Nc3ccccc3OC)cc2C1=O	-5	5	-0.2	-1	0	-4	-7	1	-1	1
O=C(C1Cc2ccccc2CN1S(=O)(=O)c1ccc(F)cc1)N1CCCCC1 (stereo not drawn)	2	-1	1.0	-1	-2	1	6	5	1	0
Cc1cccc(Cc2nc3ccccc3[nH]2)c1	2	1	0.9	3	-9	-5	-2	-4	0	15
CC(=O)c1ccc(NC(=O)C2(c3ccccc3)CCOCC2)cc1	-8	6	0.5	4	-2	2	0	-4	1	-11
COc1cc(/C=N/NC(=O)c2c(C)nnn2-c2nonc2N)ccc1O	2	-1	0.4	2	5	4	5	-2	-2	0
NC(N)=NC(N)=Nc1cccc2ccccc12	9	-4	-1.0	-4	-6	1	4	3	-3	7
COc1cccc(-c2nnc(-c3ccco3)o2)c1	5	-7	0.6	-2	-8	5	-1	2	-12	-2
CCOC(=O)CNC(=O)CSc1nnc(-c2ccccc2)c(-c2ccccc2)n1	2	-2	0.1	0	2	-3	-4	0	0	9
O=C(COc1ccccc1Cl)NCCNC(=O)c1ccco1	3	-1	0.5	7	-3	2	-1	-4	0	-1
CC(C)Cc1nc2n[nH]c(N)c2c2c1CCCC2	4	1	-0.2	-1	3	7	5	-1	-2	-1
COc1ccc(C(=O)Nc2ccc(-c3n[nH]c(=S)o3)cc2)cc1	-2	1	0.2	0	-1	2	-10	2	-2	-13
COc1ccc(-c2cc3nc[nH]c(=O)c3s2)cc1	-9	-1	41*	0	-6	8	-7	0	-8	-8
O=C(Oc1cc(Cl)ccc1Cl)c1ccc(N2CCOCC2)c([N+](=O)[O-])c1	2	4	0.2	-4	7	3	4	2	-1	6
COC(=O)[C@]12C[C@H](CC(=O)NCC3CCCCC3)C(=O)N(CCC3=CCCCC3)C1=C[C@H](COCc1ccccc1)O[C@@H]2C	0	-3	0.2	-3	1	-1	-1	-3	-1	-1
O=C(CCC(=O)N(CC(=O)NC1CCCCC1)c1ccc(F)cc1)Nc1nccs1	5	3	0.1	0	5	9	-4	-1	-1	-8
CC(C)[C@H](NC(=O)c1ccc(Cl)cc1Cl)C(=O)N1CCC[C@H]1C(=O)NCc1ccccc1	2	0	0.1	5	3	-3	3	2	0	2
Cc1ccc2cc(C#N)c(N3CCCN(C(=S)NCCCN(C)C)CC3)nc2c1	-2	-5	1.9	1	1	-5	-4	1	-5	-9
CN(Cc1ccccc1)C(=O)Cn1cccc1C(=O)c1ccccc1	-4	5	1.1	-1	-6	-1	10	2	0	16
CCOc1ccc(-n2cc(-c3ccccc3)c3c(=O)[nH]cnc32)cc1	-9	2	0.1	0	3	0	-5	6	0	-1
Cc1ccc(CN2C(=O)C(C)Nc3ncnc(N4CCN(c5ccccn5)CC4)c32)cc1 (stereo not drawn)	-3	-2	0.0	3	-3	-3	-5	-2	1	7
Cc1ccc(C)c(NC(=O)COC(=O)c2ccc(S(=O)(=O)N3CCCC3)cc2)c1	-3	1	0.1	4	-3	-9	0	-1	0	1
COc1ccc(C(=O)Nc2cc(C(=O)NCCc3ccccc3)ccc2Cl)cc1	-11	1	0.3	-2	-6	4	-7	2	-2	-3

Printed as active in KLK7 zymogen act, of those listed so far:
SMILES	Tn6 DDE FP	MBD2 inh	KLK7 zymogen act	PRMT1 inh	DDE Tn7 FP inh	TCR-CD3 inh	SIAE inh	LEDGF integ inh	UHRF1 MBD2 ctr	TDP2 absorb
Cc1ccc(-c2cnc3cccnn23)cc1F	-3	-8	23*	-3	9	-3	-2	1	-3	3
CCOC(=O)c1cnn2c(C(F)(F)F)cc(-c3cn(C)nc3C)nc12	3	6	20*	1	-1	2	7	0	1	2
COc1ccc(-c2cc3nc[nH]c(=O)c3s2)cc1	-9	-1	41*	0	-6	8	-7	0	-8	-8

More entries follow.
SMILES	Tn6 DDE FP	MBD2 inh	KLK7 zymogen act	PRMT1 inh	DDE Tn7 FP inh	TCR-CD3 inh	SIAE inh	LEDGF integ inh	UHRF1 MBD2 ctr	TDP2 absorb
CCCCCCCCN1C(=O)[C@H](CC(=O)N2CCOCC2)C[C@@]2(C(=O)OCC)CCCC=C12	-6	4	-0.3	7	-5	-6	-3	-6	3	-15
CCOc1ccc(N2CC(C(=O)NCCc3ccc(S(N)(=O)=O)cc3)CC2=O)cc1 (stereo not drawn)	5	2	0.4	-2	6	4	-3	2	10	10
CCCCNCCS(=O)(=O)NCc1ccc(OC)cc1	7	0	0.6	2	-3	-2	-6	3	-2	4
CC(C)NC(=O)c1cc(-c2cccs2)nc2ccccc12	0	5	2.2	4	11	-2	-11	-3	3	0
COc1cc2ccccc2cc1C(=O)Nc1ccc(S(=O)(=O)Nc2cc(C)on2)cc1	-5	1	-0.2	0	-6	-2	-18	0	-1	-6
Cc1cc(C)n(CCN(C)c2nc3nonc3nc2N2CCCCC2)n1	-3	5	0.1	0	7	7	-3	-3	11	-2
COc1ccc(NS(=O)(=O)c2ccc3oc4ccccc4c3c2)cn1	2	2	0.1	0	-3	-7	-5	-8	7	-11
COc1ccc(-c2nnc(SCC(=O)Nc3cc(C)on3)n2N)cc1OC	-3	-6	-0.3	-5	-2	4	2	0	-1	0
O=C(c1cc(-c2ccccc2)on1)N1CCN(C(=O)c2ccco2)CC1	-3	3	0.1	-5	-4	0	8	2	4	10
